BioA inh: M. tuberculosis BioA enzyme inhibitors, primary screen, biochemical, plate reader, single point, HTS. 7,8-diaminopelargonic acid synthase BioA (Mycobacterium tuberculosis). purified M. tuberculosis BioA enzyme. inhibition, % at 9.99 µM. actives 0.096% (n = 360,000); in the data active = inhibition above about 40%
An asterisk follows results filed as active. A portion of the library (hit frequency here may not be typical).

SMILES	BioA inh
C[C@@H]1CN([C@@H](C)CO)C(=O)c2cccc(NC(=O)C3CC3)c2O[C@H]1CN(C)C(=O)Nc1ccc(F)cc1	-0.6
CC(=O)N(C)C[C@@H]1Oc2ncc(C#CCc3ccccc3)cc2C(=O)N([C@@H](C)CO)C[C@H]1C	0.7
CCCN(C)C[C@@H]1Oc2ncc(/C=C/c3ccccc3)cc2C(=O)N([C@H](C)CO)C[C@@H]1C	-1.5
C[C@@H]1CN([C@H](C)CO)S(=O)(=O)c2ccc(C3=CCCC3)cc2O[C@@H]1CN(C)C(=O)CC1CC1	-1.7
CC(=O)N1[C@@H]2c3ccc(-c4cccc(F)c4)c(=O)n3C[C@@H]2[C@@H](CO)[C@@H]1C(=O)NCC1CC1	1.3
COCC(=O)Nc1ccc2c(c1)OC[C@H](C)N(C(C)=O)C[C@H](C)[C@H](OC)CN(C)C2=O	-2.2
O=C(C[C@@H]1CC[C@H]2[C@@H](COC[C@@H](O)CN2C(=O)c2ccncc2)O1)NCc1cc(F)cc(F)c1	-0.1
COCC(=O)N1[C@H](CO)[C@@H](c2ccc(C#Cc3ccccc3F)cc2)[C@@H]1C#N	2.6
C[C@@H]1CN([C@H](C)CO)C(=O)c2cc(NC(=O)Cc3ccccc3)ccc2O[C@@H](C)CCCCO[C@H]1CN(C)Cc1ccc2c(c1)OCO2	5.7
COc1cccc(S(=O)(=O)N[C@H]2CC[C@@H](CC(=O)NC3CCC3)O[C@@H]2CO)c1	0.5
Cc1ccc(S(=O)(=O)N(C)C[C@@H]2Oc3ccc(NC(=O)c4ccncc4)cc3C(=O)N([C@H](C)CO)C[C@H]2C)cc1	-0.4
COc1ccccc1C#Cc1cnc2c(c1)C(=O)N([C@H](C)CO)C[C@@H](C)[C@H](CN(C)C(=O)c1ccc3c(c1)OCO3)O2	-0.5

A different layout for two compounds above:
Molecule: CC(=O)N(C)C[C@@H]1Oc2ncc(C#CCc3ccccc3)cc2C(=O)N([C@@H](C)CO)C[C@H]1C
  BioA inh = 0.7

Molecule: CCCN(C)C[C@@H]1Oc2ncc(/C=C/c3ccccc3)cc2C(=O)N([C@H](C)CO)C[C@@H]1C
  BioA inh = -1.5

Additional records follow.
SMILES	BioA inh
C[C@H]1CN([C@@H](C)CO)C(=O)c2cccc(NC(=O)C3CCCCC3)c2O[C@@H]1CN(C)Cc1ccc(Oc2ccccc2)cc1	-3.1
CCCNC(=O)N1[C@H](CO)[C@H](c2ccccc2)[C@H]1CNC(=O)c1ccccc1	-0.6
C[C@@H]1CN([C@H](C)CO)C(=O)c2cccc(NC(=O)C3CC3)c2O[C@@H]1CN(C)C(=O)Nc1ccc(C(F)(F)F)cc1	9.9
CN(C)CC(=O)N1CC[C@@H]2[C@@H](CO)N(C)c3ccc(Br)cc3[C@@H]21	0.7
CN1C(=O)c2cc(NC(=O)c3ccccc3)ccc2OC[C@@H]2O[C@H](CC(=O)O)CC[C@@H]21	1.3
Cc1ccc(S(=O)(=O)N(C)C[C@H]2Oc3c(cccc3N(C)C)C(=O)N([C@H](C)CO)C[C@@H]2C)cc1	1.4
C[C@@H]1CCCCO[C@H](CN(C)C(=O)c2ccccc2)[C@@H](C)CN([C@H](C)CO)C(=O)c2cc(NC(=O)Nc3ccc(F)cc3)ccc2O1	-1.9
O=C(NC1CCC1)[C@@H]1[C@@H](CO)[C@@H]2Cn3c(ccc(-c4ccncc4)c3=O)[C@H]1N2Cc1cocn1	-1.0
C[C@@H]1CCCCO[C@@H](CN(C)CC2CCCCC2)[C@H](C)CN([C@@H](C)CO)C(=O)c2cc(NC(=O)Nc3ccc4c(c3)OCO4)ccc2O1	-0.9
[N-]=[N+]=NCc1ccccc1C[C@]1(C(=O)N2CCCCC2)N=C(c2ccc(OCCCO)cc2)O[C@H]1c1ccccc1	-2.5
Cc1cc(C(=O)Nc2ccc3c(c2)C(=O)N(C)[C@@H]2CC[C@H](CC(=O)N[C@@H](C)c4ccccc4)O[C@H]2CO3)no1	-0.3
C[C@@H]1CN([C@@H](C)CO)C(=O)c2cc(NC(=O)NC3CCCCC3)ccc2O[C@@H](C)CCCCO[C@H]1CN(C)C(=O)NC1CCCCC1	-0.8

Single entries from the list.
`CN(C)CC(=O)N1CC[C@@H]2[C@@H](CO)N(C)c3ccc(Br)cc3[C@@H]21` in BioA inh reads 0.7
`C[C@@H]1CN([C@@H](C)CO)C(=O)c2cc(NC(=O)NC3CCCCC3)ccc2O[C@@H](C)CCCCO[C@H]1CN(C)C(=O)NC1CCCCC1` in BioA inh reads -0.8

Further records
SMILES	BioA inh
O=C(C[C@@H]1CC[C@@H](NS(=O)(=O)c2ccccc2)[C@H](CO)O1)NCc1ccc(Cl)c(Cl)c1	5.7
CCCN1[C@@H]2c3ccc(C4=CCCCC4)c(=O)n3C[C@@H]2[C@@H](CO)[C@@H]1C(=O)NCCCN(C)C	-1.7
C[C@@H]1CN([C@H](C)CO)C(=O)c2cccc(NC(=O)Nc3ccc4c(c3)OCO4)c2O[C@H]1CN(C)Cc1ccc(Oc2ccccc2)cc1	-0.7
O=C(NCc1ccccc1Cl)[C@@H]1[C@@H](CO)[C@@H]2Cn3c(cccc3=O)[C@@H]2N1C(=O)C1CCCC1	0.5
C[C@H]1CN([C@@H](C)CO)C(=O)CCCn2cc(nn2)CO[C@H]1CN(C)C(=O)C1CCCCC1	-0.4
O=S(=O)(c1cccc(F)c1)N1CC[C@@H]2[C@H]1c1cc(Br)ccc1N[C@@H]2CO	2.2
CC(C)NC(=O)NCC[C@H]1CC[C@H](NS(=O)(=O)c2ccc(Oc3ccccc3)cc2)[C@@H](CO)O1	-0.4
C[C@@H](NC(=O)C[C@@H]1C=C[C@@H](NC(=O)Cc2ccccn2)[C@H](CO)O1)c1ccccc1	-3.2
COCC(=O)Nc1ccc2c(c1)C(=O)N(C)C[C@H](OC)[C@H](C)CN(Cc1cccc(F)c1)[C@@H](C)CO2	2.3
Cc1noc(C)c1NC(=O)Nc1ccc2c(c1)CC(=O)N([C@@H](C)CO)C[C@@H](C)[C@H](CN(C)C(=O)Nc1cccc3ccccc13)O2	-0.3
Cc1noc(C)c1NC(=O)N(C)C[C@H]1OCCCC[C@H](C)Oc2ccc(NC(=O)C3CCCCC3)cc2C(=O)N([C@@H](C)CO)C[C@@H]1C	-0.2
CCCNC(=O)N(C)C[C@@H]1Oc2ncc(C#Cc3ccccc3F)cc2C(=O)N([C@@H](C)CO)C[C@H]1C	-2.3

For reference, part of the list above.
SMILES	BioA inh
O=C(C[C@@H]1CC[C@@H](NS(=O)(=O)c2ccccc2)[C@H](CO)O1)NCc1ccc(Cl)c(Cl)c1	5.7
CCCN1[C@@H]2c3ccc(C4=CCCCC4)c(=O)n3C[C@@H]2[C@@H](CO)[C@@H]1C(=O)NCCCN(C)C	-1.7
C[C@@H]1CN([C@H](C)CO)C(=O)c2cccc(NC(=O)Nc3ccc4c(c3)OCO4)c2O[C@H]1CN(C)Cc1ccc(Oc2ccccc2)cc1	-0.7

Next section
SMILES	BioA inh
C[C@H]1CN([C@@H](C)CO)C(=O)c2cc(NC(=O)Cc3ccccc3)ccc2O[C@H]1CN(C)S(=O)(=O)c1ccc(Cl)cc1	-0.4
C[C@H](CO)N1C[C@H](C)[C@H](CN(C)S(C)(=O)=O)Oc2ccc(NC(=O)C3CCCCC3)cc2CC1=O	-1.2
COc1ccccc1C(=O)N1C[C@H]2[C@@H](c3ccccc31)[C@@H](CO)N2C(=O)C1CCOCC1	1.7
C[C@@H]1CN([C@@H](C)CO)S(=O)(=O)c2ccc(C#Cc3ccncc3)cc2O[C@H]1CN(C)C(=O)Nc1ccc2c(c1)OCO2	-0.3
C[C@H](CO)N1C[C@H](C)[C@H](CN(C)C(=O)Nc2ccc(N3CCN(C)CC3)cc2)OCc2cn(nn2)CCCC1=O	1.5
COCC#Cc1cnc2c(c1)C(=O)N([C@H](C)CO)C[C@@H](C)[C@@H](CN(C)Cc1ccccc1)O2	2.6
Cc1noc(C)c1S(=O)(=O)Nc1ccc2c(c1)C(=O)N([C@H](C)CO)C[C@H](C)[C@@H](CN(C)Cc1ccc(-c3ccccc3)cc1)O2	-0.5
CN(C)C(=O)C[C@@H]1CC[C@H]2[C@H](COc3ccc(NC(=O)NCc4ccccc4)cc3C(=O)N2C)O1	-0.3
CNC[C@@H]1Oc2ccc(NC(=O)Nc3cccc4ccccc34)cc2CC(=O)N([C@H](C)CO)C[C@H]1C	0.9
C[C@@H]1CN([C@@H](C)CO)C(=O)c2cccc(NS(=O)(=O)c3ccc(Cl)cc3)c2O[C@@H]1CN(C)Cc1ccc(Oc2ccccc2)cc1	-2.5
COc1ccc(NC(=O)N[C@H]2CC[C@@H](CCn3cc(-c4ccccc4F)nn3)O[C@@H]2CO)cc1	-1.6
C[C@@H]1CCCCO[C@H](CN(C)S(=O)(=O)c2ccc(F)cc2)[C@H](C)CN([C@@H](C)CO)C(=O)c2cc(NS(=O)(=O)c3cn(C)cn3)ccc2O1	1.1
O=C(C[C@@H]1CC[C@@H](NC(=O)Nc2ccc3c(c2)OCO3)[C@@H](CO)O1)NCc1ccccc1	-0.8
CCC(=O)N(C)C[C@H]1Oc2cc(C#C[C@@H](C)O)ccc2S(=O)(=O)N([C@@H](C)CO)C[C@H]1C	-0.2
C[C@@H]1CN([C@@H](C)CO)C(=O)c2cc(NC(=O)c3ccccc3)ccc2O[C@@H](C)CCCCO[C@@H]1CN(C)C(=O)c1ccccc1	-0.6
COC(=O)[C@@H]1[C@@H](CO)[C@@H]2Cn3c(ccc(-c4ccc(F)cc4)c3=O)[C@H]1N2C(=O)c1ccccc1F	0.3
Cc1ccc(S(=O)(=O)Nc2ccc3c(c2)C(=O)N([C@@H](C)CO)C[C@H](C)[C@@H](CN(C)S(=O)(=O)c2ccc(Cl)cc2)OCCCC[C@H](C)O3)cc1	-1.3
COCC(=O)Nc1ccc2c(c1)C(=O)N(C)[C@@H]1CC[C@@H](CC(=O)O)O[C@H]1CO2	-0.8
O=C(C[C@@H]1C=C[C@H](NS(=O)(=O)c2ccc(F)cc2)[C@@H](CO)O1)NCc1ccncn1	0.8
COc1ccc(S(=O)(=O)N(C)C[C@H]2Oc3ncc(/C=C/c4ccccc4)cc3C(=O)N([C@H](C)CO)C[C@H]2C)cc1	1.3
C[C@@H]1CCCCO[C@H](CN(C)S(=O)(=O)c2ccc(Cl)cc2)[C@@H](C)CN([C@@H](C)CO)C(=O)c2cc(NS(=O)(=O)c3cccs3)ccc2O1	-2.2
O=S(=O)(N[C@H]1CC[C@H](CCn2cc(-c3cccnc3)nn2)O[C@@H]1CO)c1ccc(F)cc1	4.0
CCCNC(=O)Nc1ccc2c(c1)OC[C@@H](C)N(CCC(F)(F)F)C[C@H](C)[C@H](OC)CN(C)C2=O	1.3
O=C(C[C@@H]1C[C@@H]2c3cc(NC(=O)Nc4ccccc4F)ccc3O[C@@H]2[C@H](CO)O1)NCc1ccccn1	0.1
CO[C@H]1CN(C)C(=O)c2ccc(NC(C)=O)cc2OC[C@@H](C)N(C(=O)C2CCC2)C[C@@H]1C	2.7
CNC(=O)C[C@@H]1CC[C@@H]2[C@@H](COc3ccc(NC(=O)c4ccc(F)c(F)c4)cc3C(=O)N2C)O1	3.9
C[C@@H]1CN([C@@H](C)CO)C(=O)c2cc(NS(=O)(=O)c3cn(C)cn3)ccc2O[C@@H](C)CCCCO[C@@H]1CN(C)S(=O)(=O)c1ccc(Cl)cc1	-0.8
C[C@@H]1CN([C@H](C)CO)C(=O)Cc2cc(NC(=O)Cc3cn(C)c4ccccc34)ccc2O[C@H]1CN(C)Cc1ccncc1	1.6
COCC#Cc1ccc([C@@H]2[C@@H](CO)N3CCCCN(S(=O)(=O)c4ccc(OC)cc4)C[C@H]23)cc1	0.5
Cc1ccc(S(=O)(=O)N(C)C[C@@H]2Oc3c(NC(=O)C4CCCCC4)cccc3C(=O)N([C@H](C)CO)C[C@H]2C)cc1	-1.8
CC(C)NC(=O)N(C)C[C@@H]1Oc2ncc(-c3cncnc3)cc2C(=O)N([C@@H](C)CO)C[C@H]1C	0.7
C[C@H](O)C#Cc1cnc2c(c1)C(=O)N([C@H](C)CO)C[C@@H](C)[C@@H](CN(C)CC1CCOCC1)O2	0.1
C[C@H](CO)N1C[C@H](C)[C@@H](CN(C)C)OCCCC[C@H](C)Oc2ccc(NC(=O)Nc3ccc4c(c3)OCO4)cc2C1=O	-0.1
C[C@@H]1CCCCO[C@H](CN(C)Cc2ccc(C(=O)O)cc2)[C@@H](C)CN([C@H](C)CO)C(=O)c2cc(NS(=O)(=O)c3ccccc3)ccc2O1	-4.3
C[C@H](CO)N1C[C@H](C)[C@H](CN(C)Cc2ccc(Cl)c(Cl)c2)Oc2ccc(NC(=O)Nc3ccccc3)cc2C1=O	-1.0
C[C@@H]1CN([C@@H](C)CO)C(=O)c2cc(-c3ccccc3)cnc2O[C@@H]1CN(C)C(=O)c1cccnc1	-1.9
CNC[C@H]1OCCCC[C@H](C)Oc2ccc(NS(=O)(=O)c3c(C)noc3C)cc2C(=O)N([C@H](C)CO)C[C@H]1C	-0.8
CN1C(=O)c2cc(NC(=O)c3ccccc3Cl)ccc2OC[C@H]2O[C@H](CC(=O)NCC(F)(F)F)CC[C@@H]21	-1.8
C[C@H]1CN([C@@H](C)CO)C(=O)c2cccc(NS(=O)(=O)c3ccc(Cl)cc3)c2O[C@@H]1CN(C)C(=O)Nc1ccc2c(c1)OCO2	0.2
CN(C)Cc1cn(CC[C@H]2CC[C@H](NS(=O)(=O)c3ccc(-c4ccccc4)cc3)[C@@H](CO)O2)nn1	0.4
C[C@H](CO)N1C[C@H](C)[C@H](CN(C)C(=O)Nc2ccc(C(F)(F)F)cc2)Oc2ccc(NC(=O)Cc3ccccc3)cc2C1=O	1.5
COc1ccc(NC(=O)Nc2cccc3c2O[C@@H](CN(C)C(=O)Nc2ccc(F)cc2)[C@H](C)CN([C@@H](C)CO)C3=O)cc1	-0.5
Cc1ccc(S(=O)(=O)Nc2cccc3c2O[C@H](CN(C)C(=O)Nc2c(C)noc2C)[C@@H](C)CN([C@H](C)CO)C3=O)cc1	-8.2
